PRMT1 FP inh – PRMT1 (human) inhibition, primary screen; 370,000 compounds, 1.3% hits; recombinant PRMT1, activity-based probe fluorescence polarization; Q99873; inhibition, % at 2.79 µM;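 active = inhibition above about 21% made by adding two undisclosed values, limit read from the data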
SIAE inh – blocks human sialic acid acetylesterase | SIAE FP-Rh probe binding, fluorescence polarization | 370,000 compounds, 0.69% hits | AID 1053197 | inhibition, % at 9.66 µM;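 active = inhibition above a cutoff: mean of compounds within the control limits plus 3 SD of those, cut at about 17% in these data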;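 note: 0% = plate median of compound wells and 100% = probe without SIAE protein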
LEDGF integ inh – blocks HIV-1 LEDGF/p75-dependent DNA integration. TR-FRET IN-LEDGF/p75 DNA integration, Eu/Cy5. inhibition, % at 3.7 µM. 370,000 compounds, 0.64% hits;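 active = inhibition above the screen-wide mean plus 3 SD, cut at about 13% in these data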;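 note: signal is the Cy5 over europium emission ratio at 671 and 618 nm; 0% = plate median of compound wells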
HTRA1 inhibitor – inhibitors of human serine peptidase HTRA1 | recombinant HTRA1, FP-rhodamine activity-based probe, fluorescence polarization | AID 504803 | Q92743 | 340,000 compounds, 0.5% hits | inhibition, % at 5.96 µM; in the data active = inhibition above about 36%;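 note: 0% = enzyme with DMSO and 100% = wells lacking enzyme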
Target sequence (Q92743 whole entry, looked up): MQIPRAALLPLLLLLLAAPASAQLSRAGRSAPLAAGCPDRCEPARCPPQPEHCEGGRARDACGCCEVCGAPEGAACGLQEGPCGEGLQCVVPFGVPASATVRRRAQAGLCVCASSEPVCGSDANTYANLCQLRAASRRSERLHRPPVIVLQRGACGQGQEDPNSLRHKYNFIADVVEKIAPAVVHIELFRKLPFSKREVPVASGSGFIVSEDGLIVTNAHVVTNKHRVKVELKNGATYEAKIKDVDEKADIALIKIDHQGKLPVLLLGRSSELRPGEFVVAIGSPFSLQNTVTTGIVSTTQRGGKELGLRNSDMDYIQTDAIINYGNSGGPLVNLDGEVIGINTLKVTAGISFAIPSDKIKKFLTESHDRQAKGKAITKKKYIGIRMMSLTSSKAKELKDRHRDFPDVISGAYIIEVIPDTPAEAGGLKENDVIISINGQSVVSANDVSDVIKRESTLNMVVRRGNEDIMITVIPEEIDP
PG9 Ab binder – binds the HIV-1 gp120 antibody PG9; AID 624416; inhibition, % at 6.7 µM; TR-FRET gp120-PG9 antibody binding; 360,000 compounds, 0.43% hits; in the data active = inhibition above about 8.5%
DDE Tn7 FP inh – disrupts Tn7 cyclic peptide binding to fibrin D-Dimer-E complex. FP displacement of FITC-Tn7 peptide from fibrin DD(E); 0% = median of compound wells per plate. inhibition, % at 8.3 µM. 370,000 compounds, 0.13% hits. AID 720508;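 active = inhibition above the mean of compounds falling within the control limits plus 3 SD of them, cut at about 14% in these data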;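 note: 0% = plate median of compound wells and 100% = 10 µM Aha-Tn7 peptide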
Target sequence (P02675 whole entry, looked up): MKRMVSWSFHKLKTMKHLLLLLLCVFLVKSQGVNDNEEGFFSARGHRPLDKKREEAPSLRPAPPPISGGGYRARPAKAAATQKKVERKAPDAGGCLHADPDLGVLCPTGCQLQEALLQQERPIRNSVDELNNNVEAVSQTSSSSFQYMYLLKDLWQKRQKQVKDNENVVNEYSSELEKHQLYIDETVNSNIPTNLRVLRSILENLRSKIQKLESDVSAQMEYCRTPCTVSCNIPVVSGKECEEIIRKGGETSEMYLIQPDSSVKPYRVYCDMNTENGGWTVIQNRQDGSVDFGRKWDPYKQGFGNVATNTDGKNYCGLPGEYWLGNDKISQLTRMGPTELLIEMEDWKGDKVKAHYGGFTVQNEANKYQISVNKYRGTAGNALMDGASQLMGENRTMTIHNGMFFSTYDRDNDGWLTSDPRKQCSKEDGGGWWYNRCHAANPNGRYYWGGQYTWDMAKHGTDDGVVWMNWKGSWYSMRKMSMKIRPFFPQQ
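Measure: % inhibition scaled between sample-field median and high-control FP; Test system: human fibrin DD(E); Quantity: 2 µM final DD(E) protein; Doses: one dose, 8.3 µM nominal; Schedule: compound with protein 10 min, then 3 h after probe, room temperature; Detection: fluorescence polarization; Medium: Tris buffer with calcium and detergent, pH 7.8.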
ABHD4 inh – inhibits mouse alpha/beta hydrolase domain 4 | Q8VD66 | purified mABHD4, FP-Rh probe fluorescence polarization | inhibition, % at 8.92 µM | 370,000 compounds, 0.54% hits | AID 720543;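 active = inhibition exceeding the mean over every tested compound plus 3 SD, cut at about 30% in these data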;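 note: 0% = plate median of compound wells and 100% = S159A mutant with DMSO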
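system = mouse ABHD4 enzyme, wild type | medium = HEPES pH 7.0, NaCl, Pluronic buffer | also added = FP-Rh probe | incubation = Enzyme–compound pre-incubation 45 min, then probe 60 min, both 25 °C | technique = fluorescence polarization, excitation 525 nm, emission 598 nm, BODIPY TMR filters | controls = S159A mutant high control, sample median low control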
UHRF1 binding – blocks human UHRF1 binding to methylated DNA | inhibition, % at 4.4 µM | UHRF1 binding to methylated oligo, TR-FRET | 370,000 compounds, 0.75% hits | Q96T88; in the data active = inhibition above about 21%;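 note: UHRF1 SRA domain binding a hemimethylated CpG hairpin DNA probe; 0% = median of test compound wells and 100% = reference inhibitor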
TDP2 absorb – TDP2 (human) inhibition, absorbance primary screen. O95551. recombinant TDP2, T5PNP hydrolysis, p-nitrophenol absorbance 415 nm. inhibition, % at 12.8 µM. 370,000 compounds, 0.34% hits. AID 720702;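 active = inhibition above the mean of all tested compounds plus 3 SD, set per campaign, cut at about 25% in these data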;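 note: 0% = DMSO with enzyme and 100% = buffer with substrate but no TDP2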
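Material: recombinant human TDP2; quantity: TDP2 enzyme at 120 nM final; medium: Tris-HCl pH 7.5 with MgCl2; compound: single concentration, 12.8 µM nominal, with 1% DMSO; incubation: 2 h enzyme incubation at 37 °C; signal: epi absorbance; measure: percent inhibition; benchmarks: high control without enzyme, low control DMSO plus TDP2; repeats: singlicate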
TCR CD3 inh – inhibitors of human TCR-CD3 interaction. inhibition, % at 9.4 µM. 360,000 compounds, 0.37% hits. TAMRA-labeled TCR probe fluorescence, biochemical; in the data active = inhibition above about 19%;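 note: recombinant mutant TCR 2C K166C tagged with TAMRA read by polarization; 0% = receptor in buffer alone and 100% = receptor with positive control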
* = called active by the depositor; · = not tested or not shown.

Order of values: PRMT1 FP inh	SIAE inh	LEDGF integ inh	HTRA1 inhibitor	PG9 Ab binder	DDE Tn7 FP inh	ABHD4 inh	UHRF1 binding	TDP2 absorb	TCR CD3 inh
COc1ccccc1C(=O)NC1CCCCN(Cc2ccc(OC(F)(F)F)cc2)C1=O (stereo not given)
  0	0	4	·	·	-1	-1	0	1	·
COc1ccc(OCc2nnc(SCC(=O)Nc3nnc(C4CC4)s3)n2C)cc1
  -1	7	-2	-4	0.8	-3	-3	3	-7	-8
O=C(Cc1cccs1)Nc1nnc(C2CC2)s1
  6	-2	-6	-1	0.8	7	-5	5	-8	-7
CC1S/C(=N/N=C/c2cccs2)NC1=O (stereo not given)
  -4	-5	1	7	-1.9	2	-1	-2	9	6
Cc1c(OCC(=O)NCc2cccnc2)ccc2c3c(c(=O)oc12)CCC3
  6	1	-5	2	-1.4	-4	5	-1	1	-1
COc1ccc(NC(=O)Nc2ccon2)cc1OC
  -2	7	-1	5	-0.7	-1	6	0	-2	2
O=C(NCC1CCCO1)c1ccc2ccccc2n1 (stereo not given)
  1	0	-5	-2	0.9	3	0	-2	-6	2
O=C(COC(=O)CSc1ccc([N+](=O)[O-])cc1)NC1CCCCCCC1
  8	1	3	-4	-0.7	13	4	1	1	-1
CCOC(=O)CSc1ncnc2c1cnn2-c1ccc(C)cc1C
  -3	-2	6	1	-0.1	-4	-2	2	-11	2
COC(=O)c1cc2c(s1)-c1ccccc1CC2
  5	-7	4	-5	2.0	2	-4	0	-6	-12
O=c1[nH]c2cc([N+](=O)[O-])ccc2c2ccccc12
  1	-7	-1	0	-2.6	8	0	-20	0	2
COCCNC(=O)c1nn2c(C(F)(F)F)cc(-c3ccccc3)nc2c1Br
  3	2	-1	4	1.3	1	1	0	-2	-9
Cc1cccc(C)c1-n1nnnc1C1(C)CCC(=O)N1CCc1ccc(O)cc1 (stereo not given)
  1	4	1	·	0.2	0	0	0	2	-4
COc1cc(CCC(=O)OCC(=O)NCc2ccc(Cl)cc2)cc(OC)c1OC
  -1	2	-2	2	-2.3	9	3	0	0	5
COc1ccc(CCNC(=O)Cc2ccsc2)cc1
  -1	-7	1	7	-2.5	-2	6	0	3	0
CCc1ccc(OC2=NS(=O)(=O)c3ccccc32)cc1
  1	14	-3	0	2.0	-3	2	-2	2	1
Cn1cc(CNC(=O)c2cc(-c3ccccc3)nc3ccc(Br)cc23)cn1
  1	1	-1	-3	11*	-3	-3	0	2	-2
Nc1c(N(CCC2=CCCCC2)C(=O)c2ccccc2F)c(=O)[nH]c(=O)n1Cc1ccccc1
  2	3	-3	1	2.4	6	-1	-4	5	-7
O=S1(=O)N=C2CCCCCN2C(c2ccc(Cl)cc2)N1 (stereo not given)
  -4	-8	11	-6	-2.1	-8	-11	4	-5	-2
CN(CCO)C(=O)C(c1ccccc1)c1ccccc1
  -2	4	-1	6	0.7	4	-5	0	1	-5

Single entries from above:
COc1ccc(OCc2nnc(SCC(=O)Nc3nnc(C4CC4)s3)n2C)cc1 in ABHD4 inh has -3
COc1ccccc1C(=O)NC1CCCCN(Cc2ccc(OC(F)(F)F)cc2)C1=O (stereo not given) in PRMT1 FP inh has 0

2 of the compounds above, with tabs.
SMILES	PRMT1 FP inh	SIAE inh	LEDGF integ inh	HTRA1 inhibitor	PG9 Ab binder	DDE Tn7 FP inh	ABHD4 inh	UHRF1 binding	TDP2 absorb	TCR CD3 inh
COc1ccccc1C(=O)NC1CCCCN(Cc2ccc(OC(F)(F)F)cc2)C1=O (stereo not given)	0	0	4	·	·	-1	-1	0	1	·
O=C(COC(=O)CSc1ccc([N+](=O)[O-])cc1)NC1CCCCCCC1	8	1	3	-4	-0.7	13	4	1	1	-1

The list goes on.
Order of values: PRMT1 FP inh	SIAE inh	LEDGF integ inh	HTRA1 inhibitor	PG9 Ab binder	DDE Tn7 FP inh	ABHD4 inh	UHRF1 binding	TDP2 absorb	TCR CD3 inh
O=C(N/N=C/c1cccc2ccccc12)c1ccncc1
  3	-9	-2	7	-4.4	-1	2	0	3	-5
CCCCC(=O)NCCc1cc2ccc(OC)cc2[nH]c1=O
  2	-2	-1	1	0.3	-5	4	4	-2	-7
COC(=O)C(Cc1c[nH]c2ccccc12)NC(=O)c1ccccc1Br (stereo not given)
  2	-1	-5	5	0.3	-4	-2	2	3	-5
CCOC(=O)[C@@]12CCCC3=C1N(CCC3)C(=O)[C@H]2CC(=O)NCc1ccccc1
  2	4	3	·	·	-10	7	-1	-3	·
Cc1ccccc1CNC(=O)c1csc([C@@H]2C[C@H](O)[C@@H](CO)O2)n1
  -4	2	-2	·	0.8	8	-1	0	-1	6
O=S(=O)(/N=C(/c1ccccc1)N1CCOCC1)c1ccc(F)cc1
  0	11	0	2	-1.1	5	-3	-2	4	4
Cn1cccc1/C=C(\C#N)c1ccccc1
  1	7	-4	-3	-0.8	4	-1	-2	-3	-1
O=C(NC(=S)NCCN1CCOCC1)c1cccc(Cl)c1
  0	-1	2	5	-1.9	-2	-3	-1	3	5
Cn1c(Cl)nc2ccccc21
  -3	0	-1	9	0.2	-3	-1	0	-10	1
COc1ccc(-c2nnc(NC(=O)c3ccc(S(=O)(=O)N4COCC4(C)C)cc3)o2)cc1
  5	1	1	2	0.8	3	-16	-2	-2	7
O=C(Nc1nnc(-c2ccc(F)cc2)s1)c1ccco1
  -9	2	-1	-6	-1.2	6	2	1	-5	-1
CN(CC(=O)Nc1ccccc1Cl)C(=O)COC(=O)/C=C/c1ccc(C(F)(F)F)cc1
  1	-1	1	-1	0.9	5	4	3	-3	6
Cc1cccc(NS(=O)(=O)c2cccc(C(=O)N3CC(C)OC(C)C3)c2)c1 (stereo not given)
  1	-2	1	1	0.1	-4	2	1	-4	7
NC(=NCc1ccco1)NC(=O)c1ccccc1
  -5	-4	2	-1	-1.2	-10	-9	20	-15	13
CN1C=CC(=O)[C@@H](O)[C@H]1c1ccccc1Br
  2	-5	0	2	1.2	-8	8	-2	5	6
CCOC(=O)c1c(C)[nH]c(C)c1S(=O)(=O)NCC1CCN(Cc2ccccc2F)CC1
  -4	3	2	4	-1.6	-7	6	3	16	0
CN(C)C=Nc1nonc1-c1ccc(Cl)cc1
  -2	5	0	0	-2.2	-3	-9	0	7	-1
Cc1noc(C)c1C(=O)OCC(=O)N(C)C1(C#N)CCCCC1
  0	1	-8	-3	0.1	2	-2	-1	-1	-1
O=C(NCc1ccccc1)c1ccc(S(=O)(=O)N2CCCCCC2)cc1
  -2	7	-1	2	-1.6	3	-2	-2	9	2
CCn1cc(/C=C(\NC(=O)c2ccc(OC)cc2)C(=O)NCCCn2ccnc2)c2ccccc21
  3	3	3	3	-3.6	-1	-10	4	-7	4
CC(=O)Nc1ccc(C(=O)CSc2nnc(C)o2)cc1
  -1	-1	-2	2	-2.7	1	5	0	4	2
Cc1ccc(O)c(Sc2cc(C)ccc2O)c1
  3	1	-1	23	-2.8	10	0	-1	-1	10
Cc1cccc(C)c1N1CCN(c2n[nH]c(N)n2)CC1
  -5	3	4	10	0.5	-2	2	-3	9	4
Cc1c(Cl)cccc1NC(=O)c1cc(C2CC2)on1
  -1	4	2	8	0.5	6	-5	2	9	1
Cc1ccc(NC(=O)C(C)N=C2NS(=O)(=O)c3ccccc32)cc1F (stereo not given)
  2	2	-1	-7	0.1	2	-2	2	-4	-11
Cc1ccc(Cc2nc3ccccc3[nH]2)cc1
  -4	-1	4	-14	0.0	-2	-9	-4	5	-6
Cc1cc(=O)oc2cc(OCC(O)CN3CCN(c4ccccc4)CC3)ccc12 (stereo not given)
  1	-5	1	7	-0.3	1	0	0	-1	-4
CCOC(=O)C1CCN(c2c(NCCCN(CC)Cc3ccccc3)c(=O)c2=O)CC1
  -6	9	-1	5	-0.3	-3	-5	-2	5	1
CC(=O)N1c2ccc(S(=O)(=O)N3CCCCC3)cc2CC1C(=O)NCc1cccc(Cl)c1 (stereo not given)
  4	1	-2	-6	-1.4	-3	-5	0	-19	-3
Cc1ccc(NC(=O)NCc2ccccn2)c(C)c1
  -1	0	-1	5	-3.9	1	0	0	4	5
O=C(CSc1cccc[n+]1[O-])C12CC3CC(CC(C3)C1)C2
  -2	14	-3	5	1.2	0	5	1	9	-2
COc1ccc(-c2nnc(SC)n2C)cc1
  -1	-1	-1	-1	-3.2	-5	-1	-1	-1	9
CC(C)Oc1cccc(C(=O)C2CCCN(C(=O)c3ccsc3)C2)c1 (stereo not given)
  8	-7	-4	2	0.8	-1	-12	8	-8	0
O=C(c1ccc(N2CCCC2=O)cc1)N1CCN(c2ccccc2O)CC1
  -3	1	1	-1	-0.1	-1	1	0	4	6
CC1(C)Cc2cccc(OCC(=O)NCc3ccccc3F)c2O1
  -1	9	0	-3	-0.3	6	-3	5	10	3
N#Cc1c(N)sc2c1CCCCCC2
  21*	14	0	8	-0.7	-6	8	-5	-1	-2
COc1ccccc1C(=O)Nc1cccc(SC)c1
  -3	0	2	-16	0.4	-1	0	1	2	1
O=C(Nc1ccc(NC(=O)c2ccccc2O)cc1)Nc1ccc(F)cc1F
  2	-1	-3	0	2.0	-5	-4	2	-5	-5
CCNS(=O)(=O)c1ccc(NC(=O)c2ccc(Cn3cc(Br)cn3)o2)cc1
  1	-8	4	-13	-0.1	2	-9	-1	-2	3
Cc1ccc(NC(=O)CNc2ccc(Cl)cc2F)cc1
  1	2	-1	-5	0.6	1	2	0	-2	0
O=C(N=C1N(Cc2ccccc2)[C@@H](Cc2ccccc2)[C@]2(C=C3CCCCC3n3c(=O)n(-c4ccccc4)c(=O)n32)N1C(=O)OCc1ccccc1)c1ccccc1 (stereo not given in full)
  4	-3	-1	·	·	5	-4	1	8	·
CCc1ccc(-c2n[nH]c(=O)c3ccccc23)cc1
  0	-7	2	-5	-2.9	-2	-2	-2	-13	5
Cc1cc(NC(=O)CN2C(=O)/C(=C/c3ccc(C(C)C)cc3)SC2=S)no1
  2	-12	-1	-22	-0.1	10	-4	2	-9	-14
CC(=O)Nc1c(NC(=O)CC#N)[nH]c2c(c1=O)c(=O)n(C)c(=O)n2C
  2	1	1	4	-3.5	6	1	5	-8	5
Cc1cccc(NC(=O)c2ccc(C3SCC(=O)N3CCc3ccccc3)cc2)c1C (stereo not given)
  1	-2	2	-44	0.0	-2	-15	-1	5	-1
O=CN1Cc2[nH]c3ccccc3c2N(c2ccc(Cl)cc2)C1=O
  -1	-1	-1	-1	-1.8	-3	2	14	3	-4
CC(=O)c1ccc(-c2ccc(/C=C(/Sc3n[nH]c(C)n3)C(=O)O)o2)cc1
  2	-23	2	1	-16	-2	6	-1	5	14
CCc1nc2c(OCc3ccc(Cl)cc3Cl)cccn2c1N(C)C(C)=O
  -3	-1	3	·	-1.8	-9	0	-3	-10	-4
